Salmonella PhoP GFP: inhibitors of PhoP regulon expression, primary screen, Salmonella Typhimurium, GFP reporter (AID 1863). 300,000 tested, 0.16% active. inhibition, % at 50 µM, or IC50 in µM where a hit was titrated. S. Typhimurium PhoP-regulated promoter GFP reporter, 4 h; higher % means a stronger effect;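 active = inhibition over 29.93%, a cutoff 3 SD above the screen mean, later confirmed by dose response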;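 also: 0% = low Mg2+ inducing control and 100% = high Mg2+ repressing control; strong numbers were not always called active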
XIAP displacement: small molecules displacing peptide from XIAP – biochemical, IAP family, fluorescence polarization (AID 1018); 200,000 tested, 0.007% active; displacement, % at 20 µM, or IC50 in µM where a hit was titrated; XIAP BIR domain, fluorescence polarization peptide displacement; higher % means a stronger effect; in the data active = displacement above about 50%; also: a part of the inactive calls stands beside numbers as strong as those of hits
SIAH1 antagonists: Siah-1 peptide-binding antagonists, primary screen, biochemical, fluorescence polarization, rhodamine-plectin, uHTS (AID 1817); Siah-1 / rhodamine-plectin peptide fluorescence polarization; higher % means a stronger effect; displacement, % at 20 µM; hits with a dose series show IC50 in µM; 290,000 tested, 0.02% active;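 active = displacement of at least 50% at 20 µM, with a fluorescence ratio check between 0.3 and a set limit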;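 also: plate controls were Siah plus tracer with DMSO for no effect and tracer alone without Siah for full effect; strong numbers were not always called active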
Yfh1-off respiration: mitochondrial function rescue without frataxin homolog – Friedreich's ataxia, plus single-dose screen, dose response (AID 1465) | S. cerevisiae Yfh1-off respiration, WST-1 reduction, 72 h; higher fold induction means a stronger effect | fold induction at 50 µM, or EC50 in µM where a hit was titrated | 220,000 tested, 0.074% active;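 active = fold induction of absorbance versus untreated yeast above a set limit, then at least 30% activation at any dose in follow-up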;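 also: activators that raise dye reduction in frataxin-depleted yeast; strong numbers were not always called active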
ER stress rescue: protection against thapsigargin-triggered cell killing – 384-well, CSM14.1, ATP luminescence, primary screen (AID 1222); one-dose cellular ATP content (survival), % at 20 µM; EC50 in µM for titrated hits; 190,000 tested, under 10 active; CSM14.1 thapsigargin-induced death rescue, ATP luminescence; higher % means a stronger effect;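 active = EC50 below 50 µM in the dose-response confirmation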;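 also: death triggered by thapsigargin at about 15 µM added after 2 h compound pretreatment; cell ATP read after overnight thapsigargin exposure of roughly 18 to 22 hours; normalized against plate controls of thapsigargin alone and 5% DMSO vehicle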
human PMI inhibitors: human PMI inhibitors, high substrate, primary screen, biochemical, fluorescence intensity, high mannose 6-phosphate (AID 1220). recombinant PMI enzyme, coupled fluorescence intensity; higher % means a stronger effect. inhibition, % at 20 µM, or IC50 in µM where a hit was titrated. 190,000 tested, 0.66% active; in the data active = inhibition above about 50%
M17LAP inhibition: P. falciparum M17LAP inhibitors, primary screen, biochemical, fluorogenic H-Leu-NHMec substrate, 1536-well (AID 1619); recombinant M17LAP, H-Leu-NHMec fluorogenic kinetic assay; higher % means a stronger effect; inhibition, % at 30 µM, or IC50 in µM where a hit was titrated; 220,000 tested, 0.38% active;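 active = compound inhibiting the enzyme by more than half at any dose during confirmatory dose-response retesting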;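 also: plate controls were full reaction with DMSO carrier for no effect and no enzyme background for full effect; strong numbers were not always called active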
West Nile virus CPE: inhibition of WNV-induced cytopathic effect – cell-based, CPE readout (AID 1621); one-dose CPE inhibition, % at 10 µM; IC50 in µM for titrated hits; West Nile virus-infected cells, CPE inhibition; higher % means a stronger effect; 290,000 tested, 0.02% active; in the data active = a potency from the dose series; also: strong numbers were not always called active
M1AAP inhibition: malaria alanyl aminopeptidase activity blockers – biochemical, fluorogenic H-Leu-NHMec substrate, 1536-well (AID 1445). 220,000 tested, 0.42% active. recombinant M1AAP, H-Leu-NHMec fluorogenic kinetic assay; higher % means a stronger effect. inhibition, % at 30 µM; hits with a dose series show IC50 in µM;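 active = primary inhibition above the hit cutoff, then over 50% inhibition at one or more dose response concentrations, cut at about 23% in these data, passing the limit was not always enough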;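 also: plate controls were DMSO full reaction for no effect and no enzyme background for full effect; strong numbers were not always called active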
The depositor's hits bear a star. No enrichment for hits (roughly 1.6% active in at least one column).

For COc1ccc(C(=O)Nc2ccccc2C(=O)NC(Cc2ccc(O)cc2)C(=O)NNC(=O)c2ccccc2)cc1 (stereo unspecified) the results were Salmonella PhoP GFP 11.6%, XIAP displacement -5.7%, SIAH1 antagonists 15.1%, Yfh1-off respiration inactive, ER stress rescue 1.5%, human PMI inhibitors 5.0%, M17LAP inhibition 6.0%, West Nile virus CPE -0.2% and M1AAP inhibition 4.4%.
For CC(C)(C)c1ccc(C(CC(=O)O)NC(=O)CSc2ccccc2)cc1 (stereo unspecified) the results were Salmonella PhoP GFP -8.0%, XIAP displacement -3.8%, SIAH1 antagonists 1.7%, Yfh1-off respiration inactive, ER stress rescue -0.1%, human PMI inhibitors -5.4%, M17LAP inhibition 6.2%, West Nile virus CPE -0.1% and M1AAP inhibition 11.1%.
COc1ccc2c(c1)cc1n2CCN=C1N was read as Salmonella PhoP GFP 7.7%, XIAP displacement -7.9%, SIAH1 antagonists 0.4%, Yfh1-off respiration inactive, ER stress rescue -0.2%, human PMI inhibitors 15.0%, M17LAP inhibition 2.7%, West Nile virus CPE -0.5% and M1AAP inhibition 2.0%.
For CC(=O)N1CCc2cc(S(=O)(=O)NC(Cc3ccccc3)C(=O)NCCN3CCCCC3C)ccc21 (stereo unspecified) the results were Salmonella PhoP GFP 0.4%, XIAP displacement -3.6%, SIAH1 antagonists -6.6%, Yfh1-off respiration inactive, ER stress rescue -3.9%, human PMI inhibitors -0.2%, M17LAP inhibition -2.9%, West Nile virus CPE 0.1% and M1AAP inhibition -5.2%.
`O=C(O)c1ccccc1SCC(=O)N1CCCCC1` gave Salmonella PhoP GFP -1.5%, XIAP displacement -0.7%, SIAH1 antagonists 3.2%, Yfh1-off respiration inactive, ER stress rescue -2.1%, human PMI inhibitors 0.6%, M17LAP inhibition 5.3%, West Nile virus CPE -0.4% and M1AAP inhibition 3.6%.
For CN(C)S(=O)(=O)c1cccc(NC(=O)CSc2nncn2C)c1 the results were Salmonella PhoP GFP 0.8%, SIAH1 antagonists -1.0%, Yfh1-off respiration inactive, M17LAP inhibition 13.2%, West Nile virus CPE -0.2% and M1AAP inhibition 9.4%.
For CC1Cc2nc(SCC(=O)NCCc3ccccc3)n(C)c(=O)c2S1 (stereo unspecified) the results were Salmonella PhoP GFP -3.4%, XIAP displacement -8.2%, SIAH1 antagonists 8.2%, Yfh1-off respiration inactive, ER stress rescue 2.4%, human PMI inhibitors -19.3%, M17LAP inhibition 6.3%, West Nile virus CPE 0.0% and M1AAP inhibition 6.5%.
For CCCCNC(=O)Oc1cccc(N2CCCC2=O)c1 the results were Salmonella PhoP GFP 32.3%, XIAP displacement 0.1%, SIAH1 antagonists 1.2%, Yfh1-off respiration inactive, ER stress rescue -1.9%, human PMI inhibitors -2.3%, M17LAP inhibition 14.8%, West Nile virus CPE -0.1% and M1AAP inhibition 7.6%.
CCCN(CCC)C(=O)Cn1c(=O)n(CCCCCC(=O)Nc2ccccc2)c(=O)c2sccc21 was read as Salmonella PhoP GFP 0.2%, XIAP displacement 0.7%, SIAH1 antagonists 4.6%, ER stress rescue 6.4%, human PMI inhibitors 9.9%, M17LAP inhibition 18.9% and M1AAP inhibition 5.1%.
Cc1ccc(-n2cc3c(-c4cccc(Br)c4)nnc(C)c3n2)cc1 was read as Salmonella PhoP GFP 12.0%, XIAP displacement -35.1%, SIAH1 antagonists -1.0%, Yfh1-off respiration inactive, ER stress rescue -3.0%, human PMI inhibitors 8.8%, M17LAP inhibition -6.7%, West Nile virus CPE -0.4% and M1AAP inhibition -2.5%.
For c1ccc(-c2noc(CC3CCCCC3)n2)nc1 the results were Salmonella PhoP GFP -3.1%, XIAP displacement -4.4%, SIAH1 antagonists 3.8%, Yfh1-off respiration inactive, ER stress rescue 0.0%, human PMI inhibitors -1.1%, M17LAP inhibition 0.6%, West Nile virus CPE 0.2% and M1AAP inhibition 1.5%.
Cc1ccc(S(=O)(=O)c2c(N)n(CCCO)c3nc4ccccc4nc23)cc1 was read as Salmonella PhoP GFP -8.2%, XIAP displacement -1.3%, SIAH1 antagonists 4.1%, Yfh1-off respiration inactive, ER stress rescue 2.1%, human PMI inhibitors 8.6%, M17LAP inhibition -90.9%, West Nile virus CPE 0.0% and M1AAP inhibition 23.0%.
For COc1ccc(NC(=O)Cn2cc(S(=O)(=O)Cc3ccccc3)c3ccccc32)c(OC)c1 the results were Salmonella PhoP GFP 17.9%, XIAP displacement -4.5%, SIAH1 antagonists 8.4%, Yfh1-off respiration inactive, ER stress rescue 1.6%, human PMI inhibitors 16.9%, M17LAP inhibition 11.0%, West Nile virus CPE -0.9% and M1AAP inhibition 8.6%.
`Cn1c(=O)cc(OCC(=O)NCCCN2CCN(Cc3ccccc3)CC2)c2ccccc21` gave Salmonella PhoP GFP -8.7%, XIAP displacement -6.4%, SIAH1 antagonists -6.4%, Yfh1-off respiration inactive, human PMI inhibitors 12.6%, M17LAP inhibition -1.4%, West Nile virus CPE -0.8% and M1AAP inhibition 17.1%.
Screening NC(=O)C1CCN(C(=O)CN2CCN(c3cccc(C(F)(F)F)c3)CC2)CC1 returned Salmonella PhoP GFP 0.5%, XIAP displacement -6.3%, SIAH1 antagonists 6.6%, Yfh1-off respiration inactive, ER stress rescue -0.3%, human PMI inhibitors -3.2%, M17LAP inhibition 5.2%, West Nile virus CPE 0.3% and M1AAP inhibition -2.7%.
OCCN1CCN(CCCc2c3c(cc4c2CCC4)CCC3)CC1 was read as Salmonella PhoP GFP 6.9%, XIAP displacement -2.1%, SIAH1 antagonists -5.1%, Yfh1-off respiration inactive, ER stress rescue -0.5%, human PMI inhibitors -28.0%, M17LAP inhibition 1.3%, West Nile virus CPE 1.9% and M1AAP inhibition 3.7%.
`CC1(CCl)N([O-])C2=C(CCCC2)[N+]1=O` (stereo unspecified) gave Salmonella PhoP GFP -12.2%, SIAH1 antagonists 8.7%, Yfh1-off respiration inactive, M17LAP inhibition -1.1%, West Nile virus CPE 0.1% and M1AAP inhibition -3.8%.
For CCN(CC)c1ccc(CNc2ccc(Br)cn2)cc1 the results were Salmonella PhoP GFP -6.9%, XIAP displacement -1.8%, SIAH1 antagonists -2.5%, Yfh1-off respiration inactive, human PMI inhibitors 12.1%, M17LAP inhibition 0.0%, West Nile virus CPE 0.5% and M1AAP inhibition 11.3%.
O=C(Nc1ccccc1C(=O)N1CCCC1)C1COc2ccccc2O1 (stereo unspecified) was read as Salmonella PhoP GFP 2.7%, XIAP displacement -2.7%, SIAH1 antagonists 7.3%, Yfh1-off respiration inactive, ER stress rescue 1.8%, human PMI inhibitors 5.1%, M17LAP inhibition -8.7%, West Nile virus CPE 0.2% and M1AAP inhibition 12.6%.
`CCOC(=O)C1CCCN(C(=O)c2ccc(C)c([N+](=O)[O-])c2)C1` (stereo unspecified) gave Salmonella PhoP GFP 2.6%, XIAP displacement -3.4%, SIAH1 antagonists 5.3%, Yfh1-off respiration inactive, ER stress rescue -0.8%, human PMI inhibitors 6.1%, M17LAP inhibition -2.5%, West Nile virus CPE -0.2% and M1AAP inhibition -0.1%.
COc1cccc(-c2nn(-c3ccccc3)cc2C(=O)Nc2nccs2)c1 was read as Salmonella PhoP GFP 10.2%, XIAP displacement -11.0%, SIAH1 antagonists 0.3%, Yfh1-off respiration inactive, ER stress rescue -3.1%, human PMI inhibitors 21.2%, M17LAP inhibition -10.4%, West Nile virus CPE 0.8% and M1AAP inhibition 2.6%.
Screening Cc1cc(C)n2nc(SCC(=O)c3ccccc3)nc2n1 returned Salmonella PhoP GFP -6.1%, XIAP displacement -12.5%, SIAH1 antagonists 2.0%, Yfh1-off respiration inactive, ER stress rescue 0.0%, human PMI inhibitors 6.0%, M17LAP inhibition 1.9%, West Nile virus CPE -0.2% and M1AAP inhibition 0.8%.
CSc1ccccc1NC(=O)CN(C)CC(=O)Nc1cccc(Br)c1 was read as Salmonella PhoP GFP 0.9%, XIAP displacement -0.7%, SIAH1 antagonists 2.1%, Yfh1-off respiration inactive, ER stress rescue 0.9%, human PMI inhibitors 15.6%, M17LAP inhibition 4.3%, West Nile virus CPE -1.4% and M1AAP inhibition 3.0%.
`C[C@H](NC(=O)OCc1ccccc1)c1nnc([C@H](Cc2ccccc2)NC(=O)OC(C)(C)C)o1` gave Salmonella PhoP GFP 5.7%, SIAH1 antagonists 1.0%, Yfh1-off respiration inactive, M17LAP inhibition 2.1%, West Nile virus CPE -1.1% and M1AAP inhibition 1.6%.
Screening CCC1(C)N([O-])C(C)=C(c2ccccc2)[N+]1=O (stereo unspecified) returned Salmonella PhoP GFP -5.1%, XIAP displacement -8.6%, SIAH1 antagonists -0.2%, Yfh1-off respiration inactive, ER stress rescue 2.8%, human PMI inhibitors -7.6%, M17LAP inhibition 11.5%, West Nile virus CPE -0.3% and M1AAP inhibition 11.0%.
c1ccc(N2CCN(c3ncccn3)CC2)cc1 was read as Salmonella PhoP GFP 2.8%, XIAP displacement -4.9%, SIAH1 antagonists 0.4%, Yfh1-off respiration inactive, ER stress rescue -2.2%, human PMI inhibitors 13.7%, M17LAP inhibition -5.9%, West Nile virus CPE 0.1% and M1AAP inhibition 1.3%.
For Cc1cccc(NC(=O)CSc2nnc(-c3n[nH]c4ccccc34)o2)c1 the results were Salmonella PhoP GFP -9.8%, XIAP displacement -7.5%, SIAH1 antagonists 8.4%, Yfh1-off respiration inactive, ER stress rescue -1.0%, human PMI inhibitors 5.8%, M17LAP inhibition 12.2%, West Nile virus CPE 0.1% and M1AAP inhibition 1.5%.
Screening O=c1[nH]cnc2c1c(-c1ccccc1)cn2-c1ccc(Br)cc1 returned Salmonella PhoP GFP 1.9%, XIAP displacement -0.3%, SIAH1 antagonists 1.0%, Yfh1-off respiration inactive, ER stress rescue 3.9%, human PMI inhibitors 18.6%, M17LAP inhibition 2.9%, West Nile virus CPE -0.8% and M1AAP inhibition -2.0%.
Screening CCOC(=O)c1c(CC(C)C)csc1/N=C/C1C(=O)CCCC1=O returned Salmonella PhoP GFP -8.9%, XIAP displacement -6.9%, SIAH1 antagonists -2.2%, Yfh1-off respiration inactive, ER stress rescue 1.0%, human PMI inhibitors 14.3%, M17LAP inhibition -2.9%, West Nile virus CPE 1.5% and M1AAP inhibition 8.0%.
For CN(C)CCn1c(=S)[nH]c2ncccc2c1=O the results were Salmonella PhoP GFP -4.2%, XIAP displacement -0.5%, SIAH1 antagonists -4.1%, Yfh1-off respiration inactive, ER stress rescue 1.2%, human PMI inhibitors 7.3%, M17LAP inhibition 4.1%, West Nile virus CPE 0.8% and M1AAP inhibition 1.4%.
COc1ccc(C(=O)/C=C/c2ccc(OC3CSC3)cc2)cc1OC was read as Salmonella PhoP GFP -2.9%, XIAP displacement -9.2%, SIAH1 antagonists 0.1%, Yfh1-off respiration inactive, ER stress rescue 0.4%, human PMI inhibitors 14.5%, M17LAP inhibition 13.9%, West Nile virus CPE -1.1% and M1AAP inhibition 9.8%.

Assay outcomes as filed in PubChem BioAssay.
